# Source: PubChem
# S1P3 antagonist: S1P3 receptor antagonists, primary screen, cell-based | CHO S1P3 NFAT-BLA reporter, FRET fluorescence, antagonist mode | inhibition, % at 4.98 µM | 170,000 compounds, 0.27% hits | AID 485, 2006;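 active = inhibition above the plate cutoff, the mean inhibition of test wells on that plate plus 3 SD, cut at about 28% in these data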;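 also: cells challenged with S1P at its EC80 of 0.8 µM; blue over green emission ratio from cleaved BLA substrate after 4 h stimulation; 0% = S1P-stimulated wells and 100% = unstimulated DMSO-only wells; some compounds past the cut are filed as inactive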
# Target sequence (Q99500 whole entry, looked up): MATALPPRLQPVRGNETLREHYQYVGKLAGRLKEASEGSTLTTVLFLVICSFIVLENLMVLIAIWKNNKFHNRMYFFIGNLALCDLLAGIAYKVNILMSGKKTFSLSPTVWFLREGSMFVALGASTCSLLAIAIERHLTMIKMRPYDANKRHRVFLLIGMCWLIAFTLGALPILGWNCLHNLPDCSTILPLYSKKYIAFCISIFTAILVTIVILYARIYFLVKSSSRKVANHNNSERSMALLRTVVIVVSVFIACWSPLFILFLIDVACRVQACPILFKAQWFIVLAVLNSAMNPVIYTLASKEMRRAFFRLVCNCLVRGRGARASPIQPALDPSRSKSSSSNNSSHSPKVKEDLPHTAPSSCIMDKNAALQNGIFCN
# PPARg SRC2 recr: agonists of PPARg-SRC-2 recruitment, primary screen, biochemical, HTS; Peroxisome proliferator-activated receptor gamma (Homo sapiens), P37231; PPARgamma LBD-SRC-2 recruitment; activation, % at 8 µM; 200,000 compounds, 0.34% hits; in the data active = activation above about 22%;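 also: 0% = vehicle and 100% = reference agonist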
# Lmaj promast: Leishmania major promastigote growth inhibition, primary screen. Leishmania major promastigotes, resazurin fluorescence viability. inhibition, % at 10 µM. 200,000 compounds, 9% hits; in the data active = inhibition above about 50%;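 also: promastigotes grown with compound for 44 hours at 28 °C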
# bIAP act: bovine intestinal alkaline phosphatase activators, primary screen, biochemical, bovine IAP, CDP-star luminescence; alkaline phosphatase, intestinal [Bos taurus]; purified bovine IAP, 30 min; active compounds read high; fold of DMSO-control signal, blank-subtracted; activation factor at 20 µM; 200,000 compounds, 0.17% hits;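 active = activation factor of 2 or more at 20 µM, a signal rise over negative controls twice the positive control's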
# PPARg SRC3 recr: PPARgamma agonists recruiting SRC-3 coactivator, primary screen, biochemical; biochemical PPARgamma/SRC-3 coactivator recruitment assay; activation, % at 8 µM; 200,000 compounds, 0.26% hits; in the data active = activation above about 23%;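 also: 0% = DMSO and 100% = reference agonist; some compounds past the cut are filed as inactive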
# PPARg SRC-1 ag: PPARgamma agonists recruiting SRC-1 coactivator, primary screen, biochemical | PPARgamma-SRC-1 coactivator recruitment biochemical assay | 200,000 compounds, 0.41% hits | activation, % at 8 µM | Peroxisome proliferator-activated receptor gamma (Homo sapiens), P37231; in the data active = activation above about 19%;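 also: 0% = DMSO and 100% = reference agonist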
# bIAP inhibitor: bovine intestinal alkaline phosphatase inhibitors, primary screen, selectivity assay for TNAP inhibitor project, biochemical, bovine IAP, CDP-star luminescence | purified bovine IAP, 30 min | alkaline phosphatase, intestinal [Bos taurus] | inhibition, % at 20 µM | 190,000 tested, under 10 active;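 active = over 50% inhibition of intestinal alkaline phosphatase at 20 µM in the single-dose screen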
#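 Assay system: bovine IAP enzyme; medium: DEA buffer 100 mM, pH 9.8, with MgCl2 1.0 mM, ZnCl2 0.02 mM; doses: 20 µM single dose; incubation: enzyme reaction for 30 min at room temperature; detection: CDP-star luminescence signal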
# DTT redox prof: compounds producing H2O2 with reducing agent – biochemical, NIH compound library profiling, artefact control for MLSCN library redox annotation, primary screen; 200,000 compounds, 0.03% hits; activation, % at 10 µM; DTT-dependent redox cycling H2O2, phenol red/HRP absorbance; 100% = 100 µM peroxide control, 0% = buffer; AID 878, 2007;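 active = activation of at least 50% relative to the plate's high and low controls in the primary single-dose screen; inactive = activation below 50%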;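 also: compound incubated with DTT at 0.8 mM final as the reducing agent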
# TLR4-MyD88 BLA: inhibitors of TLR4-MyD88 association in cells, primary screen, cell-based, HeLa CL3-4, BLA complementation, FRET ratio | Toll-like receptor 4 (Homo sapiens) + Myeloid differentiation primary response protein … | inhibition, % at 8.4 µM | 200,000 compounds, 0.18% hits | HeLa CL3-4 TLR4/MyD88 BLA complementation | AID 861, 2007; in the data active = inhibition above about 25%;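 also: 0% = vehicle and 100% = reference inhibitor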
# ROMK primary: ROMK potassium channel modulators, primary screen, cell-based, thallium flux, MLSMR library; ATP-sensitive inward rectifier potassium channel 1 (Homo sapiens), P48048; Tet-inducible ROMK, thallium flux fluorescence; actives lie on both sides; B-score at 10 µM; 130,000 compounds, 2% hits; AID 1918, 2009;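 active = signal ratio slope over the read window, or its plate-corrected B-score, at least 3 SD from the plate mean, either direction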;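 also: B-score of the F/F0 ratio slope over 7 to 12 s after thallium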
# Target sequence (P48048 whole entry, looked up): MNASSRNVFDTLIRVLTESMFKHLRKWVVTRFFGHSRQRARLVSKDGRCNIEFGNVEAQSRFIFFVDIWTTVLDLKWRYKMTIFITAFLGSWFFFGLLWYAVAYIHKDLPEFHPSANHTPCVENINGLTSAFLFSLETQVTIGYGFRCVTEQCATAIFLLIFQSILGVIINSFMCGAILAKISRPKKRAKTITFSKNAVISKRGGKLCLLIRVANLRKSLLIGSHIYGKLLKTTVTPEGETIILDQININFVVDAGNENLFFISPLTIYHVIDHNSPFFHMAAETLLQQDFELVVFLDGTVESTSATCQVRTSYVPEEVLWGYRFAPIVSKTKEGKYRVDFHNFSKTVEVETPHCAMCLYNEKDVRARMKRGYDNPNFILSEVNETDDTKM
# TR-FRET SRC-2 ct: TR-FRET signal artefacts, primary screen, artefact control for PPARgamma SRC-2 agonist project, biochemical | TR-FRET ratio at 8 µM | TR-FRET artefact counter-screen; active compounds read high | 200,000 compounds, 0.4% hits | AID 1049, 2008; in the data active = TR-FRET ratio above about 2000; also: inactives centre near 1500
# Starred values were filed as active, the others as inactive; . = no result given. Compounds as they come (roughly 11% active in at least one column).
SMILES,S1P3 antagonist,PPARg SRC2 recr,Lmaj promast,bIAP act,PPARg SRC3 recr,PPARg SRC-1 ag,bIAP inhibitor,DTT redox prof,TLR4-MyD88 BLA,ROMK primary,TR-FRET SRC-2 ct
COC(=O)C1(C)Nc2ccccc2C(=O)N1c1ccccc1OC (stereo not drawn),-6,4,-2,0.9,2,1,10,0.0,4,-0.08,1598
O=C(Nc1ccc(-c2nc3ccccc3s2)cc1)C1=COCCO1,3,0,-9,1,-1,2,-2,0.2,-12,1.2,1584
COc1ccc(COC(=O)c2nc3nc(C)cc(C)n3n2)cc1F,-48,12,-3,1,-6,4,3,-1.9,4,.,1450
CCN(C(=O)COc1cc(=O)n(CC)c2ccccc12)c1cc(Cl)ccc1OC,-3,-1,46,1,-3,0,1,-1.3,-8,.,1782
O=C(c1ccccc1)N1CCN(c2ccc([N+](=O)[O-])c(NCC3CCCO3)c2)CC1 (stereo not drawn),-6,-10,40,0.7,0,-3,29,0.0,-5,1,1524
CCOC(=O)c1c(NC(=O)c2ccncc2)sc(C)c1C,-6,-5,16,1.1,-7,0,-9,-0.3,-9,0.067,1497
COc1cc(Cl)c(C)cc1NC(=O)CNC(=O)Cn1cnc2ccccc2c1=O,.,0,0,1,-2,-3,-1,-3.6,-7,.,1488
Cc1cc(C)c2cc(CN(Cc3ccc4c(c3)OCO4)Cc3nnnn3Cc3ccco3)c(=O)[nH]c2c1,-27,5,44,1,-19,0,3,-1.4,1,-1.6,1569
CC1Cc2cc(/C(O)=C3\C(=O)C(=O)N(CCN4CCOCC4)C3c3ccccc3F)ccc2O1 (stereo not drawn),-4,14,-13,1,9,13,3,1.5,-6,.,1883
O=C(COC(=O)[C@@H]1CC(O)CN1S(=O)(=O)c1ccccc1[N+](=O)[O-])c1ccccc1 (stereo partly drawn),-4,1,-5,1.1,0,-2,-5,-0.1,7,0.038,1390
CC(C)(C)NC(=O)C(c1ccc(O)cc1)N(Cc1ccco1)C(=O)Cn1nnc(-c2cccs2)n1 (stereo not drawn),.,2,44,1,5,1,4,-0.6,15,.,1592
COC(=O)c1c(C(=O)OC)n(CCCN)c2ccc(C)cc12,.,8,59*,0.9,-1,2,6,-3.2,-1,.,1610
[O-]/[N+](=C/c1ccc(F)cc1)c1ccc(Cl)cc1,.,5,-1,1,1,-3,0,-0.3,0,-0.79,1600
CC(=O)CSc1nnc(Cc2ccc3c(c2)OCO3)o1,.,-5,-4,0.9,6,-1,6,0.5,2,.,1131
O=C(COc1ccc(Br)cc1)N1CCc2ccccc2C1,-7,-4,-3,0.9,4,8,8,0.7,5,-1.8,1430
CCCn1c2ccccc2c2nc3ccccc3nc21,26,7,10,0.8,3,2,25,0.6,-2,.,1757
COc1ccc(NC(=O)[C@H](CCS(C)(=O)=O)N2Cc3ccccc3C2=O)c(OC)c1,-7,-10,0,0.9,3,3,13,-2.3,-14,.,1488
CCCCC(c1nnnn1CC1CCCO1)N1CCN(c2cccc(C)c2C)CC1 (stereo not drawn),4,8,56*,1,4,18,3,0.9,1,.,1642
COc1cc(C(=O)O/N=C2/C=CC(=O)C(C)=C2C)cc(OC)c1OC,.,6,100*,0.9,10,-3,13,0.1,-12,-0.58,1440
COc1ccc(NC(=O)N2CCC(Cc3ccccc3)CC2)cc1,-4,2,-1,1,4,2,2,0.1,1,0.035,1391
COc1ccc(C(=O)C[n+]2ccc3c(c2)nc(-c2ccc(OC)cc2OC)n3C)cc1,.,12,87*,1.1,-4,-6,-6,-4.8,1,.,1658
Cn1c(SCc2ccccc2)nc(C(F)(F)F)cc1=O,-15,2,-5,1.1,-1,0,-12,-0.8,-9,-1.8,1431
C=CCN1CCN(C(c2ccccc2OC)c2nnnn2C(C)(C)C)CC1 (stereo not drawn),-5,4,-2,1,1,-1,-5,-1.2,-4,-0.039,1425
CC(C)=CCc1c(O)c(CC=C(C)C)c2c(c1O)C(=O)CC(c1ccc(O)cc1)O2 (stereo not drawn),4,-1,28,0.9,2,6,10,-1.1,-7,.,1527
COc1ccc(S(=O)(=O)N(C)c2ccc(C(=O)NC3CCCC3)cc2)cc1,3,3,4,1.1,3,0,-8,-0.5,15,-0.71,1568

# Next part.
SMILES,S1P3 antagonist,PPARg SRC2 recr,Lmaj promast,bIAP act,PPARg SRC3 recr,PPARg SRC-1 ag,bIAP inhibitor,DTT redox prof,TLR4-MyD88 BLA,ROMK primary,TR-FRET SRC-2 ct
Cc1cc(C(=O)N[C@H](c2ccccc2)[C@@]2(C)C[C@@H]2[C@@H](C)C(=O)Nc2ccc3ccccc3c2)n(C)n1,4,16,45,0.9,0,4,7,0.7,4,-3,1722
O=C(CSc1ccc(Cl)cc1)Nc1ccccc1N1CCN(C(=O)c2ccc(Cl)cc2)CC1,-20,-2,46,1,-1,-8,3,2.9,2,.,1596
CCOC(=O)c1c(-c2ccccc2)oc2ccc(OCC)cc12,2,4,-6,0.9,1,-1,10,0.0,-7,-0.78,1730
CCC(C)C(=O)Nc1ccc([N+](=O)[O-])cc1OC (stereo not drawn),-7,4,-2,1,-4,0,-1,0.0,4,-0.15,1632
O=C(C#Cc1ccccc1)c1ccc([N+](=O)[O-])cc1,.,4,-2,0.9,4,1,13,0.2,3,0.65,1611
O=C1NC(=O)C(CC(=O)N(c2ccccc2)C2(C(=O)NC3CCCC3)CCCCC2)N1 (stereo not drawn),.,11,-1,0.9,-4,0,5,-1.2,-13,-0.25,1466
Fc1ccc(-c2nnc3n2CCCCC3)cc1,-12,4,-3,1.1,-1,2,-10,-1.6,8,0.042,1587
CC1(C)CC(=O)C2=C(C1)OC(N)=C(C#N)C2C#Cc1ccccc1 (stereo not drawn),11,6,39,1,8,6,0,-0.2,2,-0.31,1629
NC(=O)CNc1n[nH]c(=S)[nH]c1=O,-17,0,-3,1.1,0,8,-6,-1.1,-6,0.32,1717
c1ccc(CNc2c3c(nc4ncnn24)CCCC3)nc1,.,3,16,4.8*,-1,-6,-378,0.2,-2,-0.6,1401
CO/N=C/C=C1/N(C)c2ccccc2C1(C)C,-8,13,2,1,-1,-2,0,0.2,5,-1.2,1670
COc1ccc(N(CC(=O)Nc2cc(C)on2)S(=O)(=O)c2cc(C)ccc2C)cc1,17,7,7,1.1,0,-1,-6,-2.4,15,.,1570
CCOc1ccc2nc(Cl)c(C3CC(c4ccccc4)=NN3C(=O)c3cccs3)cc2c1 (stereo not drawn),-11,3,66*,0.8,5,5,16,0.1,-11,-0.15,1520
C=CC[C@@H]1C=C[C@H](O/N=C/[C@@H](NS(=O)(=O)c2ccc(C)cc2)[C@H](C)/C=C/CC(=O)OC)[C@@H](CO)O1,0,-14,-3,1.1,2,-1,-9,0.3,1,-1.9,1476
C/C(=N\NS(=O)(=O)c1ccc(C)cc1)c1ccc(Br)s1,.,3,-4,0.8,2,2,15,22,4,.,1440
Cc1nn(Cc2ccc(Cl)cc2)c(C)c1NC(=O)/C=C/c1cnn(C)c1,18,6,19,1,8,10,-3,-0.6,-12,1.1,1468
Cc1ccccc1Cn1c([N+](=O)[O-])cnc1C,.,9,-5,0.9,10,4,6,1.1,-12,.,1649
O=C(CSc1nnc(Cc2cccs2)n1CCc1ccccc1)N1CCCc2ccccc21,.,9,30,1.1,5,4,-7,-0.3,0,-2.1,1543
CC(=O)Nc1ccc(NC(=O)C(C)OC(=O)CNC(=O)c2sc3ccccc3c2Cl)cc1 (stereo not drawn),-1,4,-9,1,2,5,1,0.3,-8,.,1570
COc1ccc(CC2(CO)CCN(Cc3ccc(OC(F)(F)F)cc3)CC2)cc1,6,7,78*,1,4,10,3,-1.1,3,-0.55,1624
CCCCn1c(=NC(=O)c2ccc3c(c2)OCO3)c(C#N)cc2c(=O)n3cccc(C)c3nc21,-5,5,86*,0.7,0,-1,35,-2.9,5,.,1639
COc1ccc(-c2c(NC(=O)c3ccco3)n(C)c3ccccc3c2=O)cc1,.,3,-6,1,5,0,0,0.1,-4,3.7*,1701
O=S(=O)(c1ccc2oc3ccc(S(=O)(=O)N4CCCCC4)cc3c2c1)N1CCCCC1,.,-3,3,0.8,-11,6,20,-3.4,-4,.,1375
COc1ccc2cc(CN(Cc3cccnc3)Cc3nnnn3Cc3ccccc3)c(=O)[nH]c2c1,4,2,2,1,7,2,0,0.9,-4,.,1650
OCc1cnc(SCc2ccccc2)n1Cc1ccccc1,-9,3,-2,1,5,10,-1,0.1,-4,-0.23,1561

# Arranged by molar mass (highest first): part of the list above
SMILES,S1P3 antagonist,PPARg SRC2 recr,Lmaj promast,bIAP act,PPARg SRC3 recr,PPARg SRC-1 ag,bIAP inhibitor,DTT redox prof,TLR4-MyD88 BLA,ROMK primary,TR-FRET SRC-2 ct
CC(=O)Nc1ccc(NC(=O)C(C)OC(=O)CNC(=O)c2sc3ccccc3c2Cl)cc1 (stereo not drawn),-1,4,-9,1,2,5,1,0.3,-8,.,1570
COc1ccc(CC2(CO)CCN(Cc3ccc(OC(F)(F)F)cc3)CC2)cc1,6,7,78*,1,4,10,3,-1.1,3,-0.55,1624
Cc1ccccc1Cn1c([N+](=O)[O-])cnc1C,.,9,-5,0.9,10,4,6,1.1,-12,.,1649
CO/N=C/C=C1/N(C)c2ccccc2C1(C)C,-8,13,2,1,-1,-2,0,0.2,5,-1.2,1670

# (continued)
SMILES,S1P3 antagonist,PPARg SRC2 recr,Lmaj promast,bIAP act,PPARg SRC3 recr,PPARg SRC-1 ag,bIAP inhibitor,DTT redox prof,TLR4-MyD88 BLA,ROMK primary,TR-FRET SRC-2 ct
CC(C)(C)NS(=O)(=O)CC12CCC(CC1=O)C2(C)C (stereo not drawn),.,8,-6,0.9,2,2,11,-1.5,-3,-0.17,1675
CC(=O)Nc1cccc(Oc2ccc3c(c2)C(=O)N(CCC(=O)O)C3=O)c1,-23,6,-8,1,13,1,-3,0.4,5,0.39,1397
Cc1cccc(NC(=O)N2CCC(c3nc4ccccc4o3)CC2)c1,.,-3,3,1,-5,3,4,0.3,12,-1.2,1582
CCOc1ccc(N(CC(N)=O)S(=O)(=O)c2ccc(F)cc2)cc1,7,-1,-3,1,2,1,4,0.6,10,.,1435
COc1ccc(NC(=O)Cc2c(F)cccc2Cl)c(OC)c1,3,1,43,0.7,4,4,31,-0.2,4,-0.66,1602
CCC(=O)N=C1SC2CS(=O)(=O)CC2N1c1cccc(OC)c1 (stereo not drawn),20,7,-2,0.9,-9,3,13,0.2,2,0.95,1507
Cc1ccc(SCCC(=O)N/N=C/c2ccccc2O)cc1,-2,4,10,0.8,0,-1,21,0.1,1,.,1517
O=S(=O)(NCCSc1nc2ccccc2o1)c1ccccc1,-25,9,11,0.5,-4,1,49,3.1,11,-1.7,1471
